High-throughput results: PubChem, National Center for Advancing Translational Sciences (NCATS)
KDM5B inh = inhibitors of human KDM5B histone demethylase | Q9UGL1 | KDM5B demethylase, FDH-coupled NADH fluorescence (FDH is formaldehyde dehydrogenase) | Potency, µM (titrated, usually from 57.7 µM), inactives show at the top dose activity change, negative = inhibition, most hits filed as inhibitors | hit rate 2.6% among 220,000 | AID 1347165; active = well fitted inhibition curve with a large enough effect; inconclusive = small, poorly fitted or top-dose-only effect; inactive = no such curve, though single readings can be large or run the other way; note: 0% is about no effect; nearly all actives have a fitted effect of over 70% in size
Target sequence (Q9UGL1 whole entry, looked up): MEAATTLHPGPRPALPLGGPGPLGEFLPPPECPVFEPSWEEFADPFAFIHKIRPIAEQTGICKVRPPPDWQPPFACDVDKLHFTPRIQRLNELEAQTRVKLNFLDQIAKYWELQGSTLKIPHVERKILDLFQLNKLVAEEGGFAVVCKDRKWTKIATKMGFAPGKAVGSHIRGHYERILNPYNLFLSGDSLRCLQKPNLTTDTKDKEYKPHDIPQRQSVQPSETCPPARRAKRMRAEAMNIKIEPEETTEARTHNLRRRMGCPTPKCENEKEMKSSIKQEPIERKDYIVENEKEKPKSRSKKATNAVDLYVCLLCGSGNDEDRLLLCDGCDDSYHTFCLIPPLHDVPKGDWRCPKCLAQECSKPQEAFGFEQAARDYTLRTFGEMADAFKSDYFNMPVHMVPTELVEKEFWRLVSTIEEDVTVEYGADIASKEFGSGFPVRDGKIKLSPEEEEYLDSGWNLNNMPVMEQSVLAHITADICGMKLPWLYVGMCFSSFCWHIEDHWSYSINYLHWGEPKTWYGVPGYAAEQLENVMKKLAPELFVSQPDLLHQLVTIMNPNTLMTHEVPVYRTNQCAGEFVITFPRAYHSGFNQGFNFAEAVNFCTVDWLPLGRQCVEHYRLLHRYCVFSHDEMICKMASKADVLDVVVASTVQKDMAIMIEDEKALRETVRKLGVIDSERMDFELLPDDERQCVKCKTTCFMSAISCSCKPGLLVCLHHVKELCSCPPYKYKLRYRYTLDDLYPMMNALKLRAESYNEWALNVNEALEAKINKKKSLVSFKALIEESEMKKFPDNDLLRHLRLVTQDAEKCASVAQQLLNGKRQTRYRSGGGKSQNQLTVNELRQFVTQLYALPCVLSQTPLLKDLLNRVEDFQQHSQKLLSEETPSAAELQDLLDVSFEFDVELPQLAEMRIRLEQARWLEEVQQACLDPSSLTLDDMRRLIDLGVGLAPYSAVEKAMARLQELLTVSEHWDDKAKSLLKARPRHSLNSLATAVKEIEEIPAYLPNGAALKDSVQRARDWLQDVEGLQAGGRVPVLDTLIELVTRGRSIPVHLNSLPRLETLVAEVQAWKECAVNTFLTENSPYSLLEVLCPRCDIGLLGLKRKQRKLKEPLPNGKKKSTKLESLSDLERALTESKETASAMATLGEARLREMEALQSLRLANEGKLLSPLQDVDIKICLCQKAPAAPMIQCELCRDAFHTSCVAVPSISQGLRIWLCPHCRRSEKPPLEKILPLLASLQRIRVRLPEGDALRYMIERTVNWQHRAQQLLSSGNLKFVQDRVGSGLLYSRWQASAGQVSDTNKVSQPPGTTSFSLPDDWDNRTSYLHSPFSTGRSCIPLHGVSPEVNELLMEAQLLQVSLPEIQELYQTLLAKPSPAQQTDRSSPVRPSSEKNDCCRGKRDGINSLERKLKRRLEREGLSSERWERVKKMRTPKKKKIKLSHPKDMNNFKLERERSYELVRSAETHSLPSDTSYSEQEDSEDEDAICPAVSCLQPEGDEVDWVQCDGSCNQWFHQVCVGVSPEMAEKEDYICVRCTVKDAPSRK
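KDM5BΔAP (200 nM final) in 50 mM HEPES pH 7.5, 0.01% Tween-20 was preincubated 10 min at RT with compound over a concentration range. Substrate mix (H3K4me3 12.5 µM, α-KG 25 µM, Fe²⁺, ascorbate, NAD⁺, FDH) was added, and NADH fluorescence change over 30 min gave dose-response curves.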
Starred values were filed as active, the others as inactive; ? = inconclusive; [ ] = another dose, or the depositor's remark. Potency is the fitted concentration of half-maximal effect.

smiles	KDM5B inh
CC(C)[C@H](NC(=O)CCCn1nnc2ccccc2c1=O)C(=O)O	21%
CC(=O)N1CCN(c2ccccc2NC(=O)c2ccc(-c3ccccc3)cc2)CC1	?
Cc1nn(Cc2ccccc2)c(C)c1[C@@H]1C=C[C@@H](NS(C)(=O)=O)C1	-25%[86.2 µM]
COCc1nncn1C1CCN(C(=O)c2ccc(F)cc2F)CC1	15%
N#Cc1c(C(F)(F)F)cc(-c2cccs2)nc1SCC(=O)Nc1cccc(Cl)c1	-3%
CC(c1nccs1)N(C)C(=O)c1csc2nc(-c3ccccc3Cl)cn12 (stereo not given)	-25%
Cc1cccc(NC(=O)C2CCCN(S(=O)(=O)c3cccc4nonc34)C2)c1C (stereo not given)	-20%
Cc1ccc(-n2nnnc2C2(Nc3ccccc3C)CCCCC2)cc1	19%
CC(C)C(=O)N1CCCN(S(=O)(=O)c2ccccc2)CCC(=O)NCC1	6%
C=CCNC(=S)N1CC2(C)CN(C(=S)NCC=C)CC(C)(C1)C2=O	21%
CCn1c(Cc2ccccc2)nnc1SC(C)c1nc2ccccc2c(=O)[nH]1 (stereo not given)	1%
CCOc1ccc(-c2cn3c(n2)sc2cc(C(=O)NC4CCCc5ccccc54)ccc23)cc1 (stereo not given)	?
CC1CCC2(CC1)OCC(C(=O)N1CCOCC1)N2C(=O)c1ccc(Cl)c(Cl)c1 (stereo not given)	3%
Cc1onc(-c2cnn(C)c2NCCc2ccccc2)c1C(=O)N1CCCC(C(N)=O)C1 (stereo not given)	4%[86.2 µM]
CCc1ccc(CNC(=O)C2(c3ccc(NC(C)=O)cc3)CCC2)cc1	-3%
COC(=O)c1[nH]c2ccc(Cl)cc2c1NC(=O)C(C)N1CCC2(CC1)OCCO2 (stereo not given)	?
CN1CCN(CCNC(=O)c2cnn(-c3cccc(Cl)c3)c2C2CCN(C(=O)OC(C)(C)C)CC2)CC1	?
CC(C)NC(=O)N[C@H]1C[C@H]2C(=O)NC[C@@H](CCC(=O)N3CCN(c4ccccc4)CC3)N2C1	?
Cc1ccc(S(=O)(=O)C(CNC(=O)COc2ccc(Cl)cc2)c2ccco2)cc1 (stereo not given)	-22%
COC(=O)c1ccc(COC(=O)CNC(=O)c2ccc(C)s2)cc1	18%
CN1C(=O)C2(CC(=O)Nc3c2cnn3Cc2ccc(Cl)cc2)c2c(Cl)cccc21 (stereo not given)	14%
CC(=O)N1CCc2cc(Br)cc(S(=O)(=O)N3CCC(C(=O)Nc4cccc(C)c4C)CC3)c21	4%
COc1ccccc1Nc1cnc2ccc(-c3ccc(OC)c(OC)c3)nn12	-27%[86.2 µM]
COc1ccc(-c2cc(N3CCC(NC(=O)c4ccoc4)CC3)n[nH]2)cc1	-5%
COc1ccc(/C=C/c2nc(C#N)c(NCc3ccc(F)cc3)o2)cc1OC	?
CCCCOc1ccccc1C1CC(=O)Nc2cc(OC)c(OC)cc21 (stereo not given)	-16%
CN(C)C[C@@H]1CN(Cc2cccnc2)C[C@H]1NC(=O)c1ccc(C#N)cc1	-18%
COC(=O)c1ccc(NC(=O)C(=O)NCCc2csc(-c3ccc(F)cc3)n2)cc1	-21%
CN(C)[C@@H]1[C@@H](NC(=O)Cc2noc3ccccc23)[C@H]2CCO[C@H]21	-16%
CC(=O)c1c(C)n(-c2cccc(Cl)c2)c2ccc(OC(=O)c3ccccc3)cc12	-2%

Another view of some results above.
KDM5B inh,SMILES
?,COC(=O)c1[nH]c2ccc(Cl)cc2c1NC(=O)C(C)N1CCC2(CC1)OCCO2 (stereo not given)
?,CN1CCN(CCNC(=O)c2cnn(-c3cccc(Cl)c3)c2C2CCN(C(=O)OC(C)(C)C)CC2)CC1

Remaining list, next part:
smiles	KDM5B inh
O=C(CSc1nc2[nH]ncc2c(=O)n1-c1ccc(F)c(F)c1)N1CCc2ccccc21	-1%
CCOc1ccc(CN2CCCCC23Cc2ccccc2CNC3=O)cc1 (stereo not given)	-11%[115 µM]
CCC(C)(NCc1ccccc1)c1nnnn1-c1ccccc1C (stereo not given)	6%
O=C1CC(c2ccccc2)Sc2ccccc2N1Cc1ccc(F)cc1 (stereo not given)	-9%
COc1ccccc1NC(=O)Nc1cc(C(C)(C)C)nn1C	16%
COC(=O)[C@H](C)NC(=O)c1ccc(F)cc1-n1cnnn1	9%
CC(=O)c1ccc(S(=O)(=O)Nc2ccc(Cl)c(S(=O)(=O)N3CCCC3)c2)cc1	10%
CN(C)/C=C1\C(=O)Oc2ccccc2C1=O	7%
O=C(OCC(=O)N1CCCC1=O)c1cc(-c2cccs2)nc2ccccc12	?
CC(NC(=O)/C(C#N)=C1\N=C(NC(=O)c2ccco2)c2ccccc21)c1ccccc1 (stereo not given)	-21%
CCN(CC)S(=O)(=O)c1ccc(C)c(NC(=S)Nc2ccc(F)c(F)c2F)c1	2%
CC1(C(=O)N/N=C/c2c(F)c(F)c(F)c(F)c2F)CC1(Cl)Cl (stereo not given)	10%
CCOCCCNC(=O)C(c1ccc(OC)cc1)N(Cc1ccc2c(c1)OCO2)C(=O)c1ccccc1O (stereo not given)	?
O=C(NCc1ccc2c(c1)OCO2)c1nc(-c2cccc(C(F)(F)F)c2)c2cnccn12	28µM*
O=C1Nc2ccccc2OCC12CCN(Cc1ccc(C(F)(F)F)cc1)CC2	-10%
COc1cccc(CNc2ncnc3c2CN(C2CCCNCC2)C(=O)CN3C)c1 (stereo not given)	?
Cc1nc(C)c(CCC(=O)Nc2ccccc2Cl)c(=O)[nH]1	7%
Cc1ccc(N/N=C/c2ccc(F)cc2F)cc1Cl	-20%
CN1CCC2(C1)CN(Cc1ccccc1)c1ccc(C(=O)NC3CC3)cc12 (stereo not given)	35µM*
CC1CCCCC1NC(=O)C1CCC1 (stereo not given)	20%
Cc1ccc(-c2nc3ncccn3c2Nc2ccc3c(c2)OCCO3)cc1	-22%
Cc1ccncc1C(=O)N1CCCN(C(=O)C2CC2)C(c2ccccc2)CC(=O)NCC1 (stereo not given)	-23%
COCc1nncn1C1CCN(C(=O)c2ccc(Cl)s2)CC1	37%[activator]
COc1ccccc1-c1cc(N2CCOCC2=O)c2cncn2c1	?
Cn1nc2n(c1=O)CCN(C(=O)c1ccc(F)cc1Cl)CC2	-45%
Cc1cccc(N2CCN(C(=O)COCc3cc(-c4ccc5c(c4)OCO5)on3)CC2)c1C	?
Cc1cc(C)cc(NS(=O)(=O)c2ccc3c(c2)OCC(C(=O)N2CCCC2)O3)c1 (stereo not given)	-9%
Cc1cc(C)cc(-c2ccccc2C=O)c1	1%[230 µM]
Cc1ccc(NC(=O)NC[C@H]2O[C@@H](CC(=O)NCCN(C)C)[C@H](O)[C@@H]2O)cc1	-16%[86.2 µM]
Cc1ccc(NCc2cc3cc4c(cc3n(CC(=O)Nc3ccc(F)cc3F)c2=O)OCCO4)cc1	?
Cc1ccc(C(=O)N2CCN(c3oc(C4CC4)nc3C#N)CC2)cn1	11%
COc1ccc2cnn(CC(=O)Nc3ccccc3F)c(=O)c2c1OC	-10%
COc1ccc(/C=C(/C#N)C(=O)OCc2c(Cl)cccc2Cl)cc1	18%
COc1cc(OC)c(NC(=O)NCC(=O)N2CCc3ccccc32)cc1Cl	5%
Cc1ccc(CNC(=O)NCC2Cn3cccc3C(=O)N2C)cc1 (stereo not given)	-6%
Cc1nn2c(-c3ccccc3)cc(-c3ccccc3)nc2c1-c1ccc(Cl)cc1	-4%
CC(C)(C(=O)O)N1CCOCC1	-13%
COc1ccc(Cn2cc(C(=O)c3ccc(OC)cc3)c(=O)c3cc4c(cc32)OCCO4)cc1	0%
CCc1ccc(OCCNC(=S)NC2CC2)cc1	5%
Cc1ccc(CN2CCCn3nc(C(=O)NCCc4cccc(C)c4)cc3C2=O)cc1	-8%
Cc1occc1C(=O)N1CCCC(N2CCN(c3ccccc3F)CC2)C1 (stereo not given)	0%
COc1ccc(NS(=O)(=O)c2cc(NC(=O)Cc3n[nH]c(=O)c4ccccc34)ccc2OC)cc1	8%
CCCCOc1ccccc1NC(=O)CC1Sc2ccccc2NC1=O (stereo not given)	-13%
O=C1NCCCCCCN(C(=O)c2cccs2)[C@H]2C[C@H](c3nc(-c4cnccn4)no3)C[C@@H]12	-16%
O=c1oc2c3c(ccc2c2ccccc12)OCN(Cc1ccc(Cl)cc1)C3	-17%
Cc1cc2c(=O)n(C)c(SCC(=O)Nc3cccc(O)c3)nc2s1	-1%
CC(C)(C)n1cnc2c(N3CC4CCC(C3)N4CC(F)(F)F)ncnc21	-5%[115 µM]
CCOc1ccc(C(=O)Nc2ccc3nc(N4CCN(CC)CC4)cc(C)c3c2)cc1	?
CCc1ccc(-n2nc(C)c3c(C)cc(=O)n(CC(=O)Nc4ccc(F)cc4C)c32)cc1	-15%
C#CCN1CCN(CCOc2ccccc2)CC1	5%
CCN1CCN(c2nc3c(c(=O)n(C)c(=O)n3C)n2Cc2ccc(Br)cc2)CC1	13%
COc1ccc(CN(C)Cc2cccs2)cc1OCC(O)CN1CCN(C)CC1 (stereo not given)	42%[activator]
O=C(Cc1c[nH]c2ccccc12)NCCc1ccc(F)cc1	9%
COc1ccc(-n2c(=O)[nH]c3cc(C(=O)NCCc4ccc(Cl)cc4)ccc3c2=O)cc1OC	-5%
CCOc1ccc(NC(=O)Cn2cnc3c(oc4ccccc43)c2=O)cc1	-3%
CC1CCCCC1NC(=O)c1ccc(-c2ccccc2)cc1 (stereo not given)	17%
Cc1ccccc1C(=O)NC1CCN(c2cc(-c3ccccc3)[nH]n2)C1 (stereo not given)	?
Cc1cc(C)c(Nc2nc3ccccc3n3c(C)nnc23)c(C)c1	?
Cc1cc(C)c(NC(=O)CNS(=O)(=O)c2cccc3cc(C)cnc23)c(C)c1	22%
CS(=O)(=O)N1C[C@H]2CCN(Cc3c(F)cccc3F)C[C@H]21	-12%

CN(c1ncnc2scc(-c3ccc(Cl)cc3)c12)C1CCS(=O)(=O)C1 (stereo not given)
  KDM5B inh: -9%

Cc1ccc(S(=O)(=O)N(CC(=O)Nc2ccc(F)cc2F)Cc2ccc(F)cc2)cc1
  KDM5B inh: -29%

CCc1ccccc1NC(=O)Cn1c(=O)n(CC2CCC(C(=O)NCCc3ccccc3)CC2)c(=O)c2ccccc21 (stereo not given)
  KDM5B inh: -9%

CCc1ccc(NC(=O)c2ccc(F)c(S(=O)(=O)NCc3ccc(Cl)c(Cl)c3)c2)cc1
  KDM5B inh: 250%[activator]

COc1cccc(S(=O)(=O)N2CCC([C@H]3[C@@H](OC)C(=O)N3C(C)C)CC2)c1
  KDM5B inh: 1%

COc1ccc2ncc(C(=O)c3ccc(C)c(C)c3)c(N3CCOCC3)c2c1
  KDM5B inh: 8%

CSc1nnc2c(n1)OC(C)N(C(C)=O)c1ccccc1-2 (stereo not given)
  KDM5B inh: -7%

CC1NC(=S)N(Cc2ccccc2)C1=O (stereo not given)
  KDM5B inh: 22%

CCn1nccc1C(=O)N1CCCC(c2noc(COc3ccccc3F)n2)C1 (stereo not given)
  KDM5B inh: 13%

COc1ccccc1-c1cn2c(n1)CO[C@@H](CNC(=O)NCc1ccccc1)C2
  KDM5B inh: -23%[86.2 µM]

O=C(c1sccc1-c1ccccc1)N1CCN(S(=O)(=O)c2ccccc2)CC1
  KDM5B inh: 8%

COCCn1c(SCC(=O)Nc2c(C)n(C)n(-c3ccccc3)c2=O)nc2ccccc2c1=O
  KDM5B inh: 6%

CCN(CC)Cc1cnc2c(C(=O)N3CCN(c4ncccn4)CC3)cnn2c1
  KDM5B inh: 9%

CCN1CCN(CCCNC(=O)c2cc3c(=O)n(C)c4ccccc4c3s2)CC1
  KDM5B inh: ?

COCCNC(=O)[C@@H]1C[C@H](Oc2ccccc2)CN1S(=O)(=O)c1cccs1
  KDM5B inh: -10%

Retrieved by compound from above, five records:
COCCn1c(SCC(=O)Nc2c(C)n(C)n(-c3ccccc3)c2=O)nc2ccccc2c1=O
  KDM5B inh: 6%

CN(c1ncnc2scc(-c3ccc(Cl)cc3)c12)C1CCS(=O)(=O)C1 (stereo not given)
  KDM5B inh: -9%

COCCNC(=O)[C@@H]1C[C@H](Oc2ccccc2)CN1S(=O)(=O)c1cccs1
  KDM5B inh: -10%

CCc1ccc(NC(=O)c2ccc(F)c(S(=O)(=O)NCc3ccc(Cl)c(Cl)c3)c2)cc1
  KDM5B inh: 250%[activator]

CCn1nccc1C(=O)N1CCCC(c2noc(COc3ccccc3F)n2)C1 (stereo not given)
  KDM5B inh: 13%

Ordered by the number under KDM5B inh (largest number first): 3 of the compounds above
SMILES | KDM5B inh
COCCn1c(SCC(=O)Nc2c(C)n(C)n(-c3ccccc3)c2=O)nc2ccccc2c1=O | 6%
CN(c1ncnc2scc(-c3ccc(Cl)cc3)c12)C1CCS(=O)(=O)C1 (stereo not given) | -9%
Cc1ccc(S(=O)(=O)N(CC(=O)Nc2ccc(F)cc2F)Cc2ccc(F)cc2)cc1 | -29%

Later entries
COc1ccc(-c2cnc3n2CC(C(=O)NCCNC(C)=O)CC3)cc1 (stereo not given)
  KDM5B inh: 11%

COc1ccc(C(C)C)cc1CN1CCCC(CNC(C)=O)C1 (stereo not given)
  KDM5B inh: -6%

Cc1cc(=O)[nH]c(-n2nc(C)cc2NC(=O)c2cc(Br)ccc2Cl)n1
  KDM5B inh: 4%

COc1ccc(NC(=O)c2ccc3c(c2)OCC(=O)N(Cc2cnn(C)c2)C3)c(F)c1
  KDM5B inh: 3%[86.2 µM]

COc1cc(CC(=O)OCc2ccccc2F)cc(OC)c1OC
  KDM5B inh: -7%

Cn1c(=O)c2sccc2n2c(CCC(=O)N3CCN(c4ccccc4)CC3)nnc12
  KDM5B inh: ?

COCCN1CC(CNC(=O)c2cc(Cl)c(C)c(Cl)c2)CC1=O (stereo not given)
  KDM5B inh: 19%

The list is partial; count on the stated rates, not on these rows.
